Screening results as filed in PubChem.
GRP78 ERSR act: inducers of ER stress response in human glioma cells | U87-MG GRP78 promoter luciferase reporter, 16 h | AID 602332 | actives 0.02% (n = 420,000) | Potency, µM, for inactives: top-dose activation, usual class: activators; active means well fitted activation curve with a large enough effect; inconclusive means small, poorly fitted or top-dose-only effect; inactive means no such curve, though single readings can be large or run the other way; further: series mostly up to about 76 µM; % of control where 0% means no effect; nearly all actives have a fitted effect of over 35% in size
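Stably transfected U87-MG glioma cells carrying a GRP78-based luciferase sensor; 16 h compound incubation. Luminescence end-point read 10 min after Bright-Glo addition at room temperature.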
Numbers without * were called inactive; ? = inconclusive; & = joins results of further samples. Potency means the concentration at half of the fitted maximal effect. These rows are one share of the data; the hit share may differ from the screen's.

SMILES	GRP78 ERSR act
Nc1nc2c([nH]c(=S)n2C2OC(CO)C(O)C2O)c(=O)[nH]1 (stereo unspecified)	2%
Cc1noc(C)c1C(=O)N1CCC[C@@]2(CCN(C(=O)NC(C)C)C2)C1	-4%
COc1cc(=O)n2c(c1C(=O)NCc1ccco1)CCN(Cc1cccc(C)n1)CC2	-5%
CO/N=C\C[C@@H]1C=C[C@H](OC(C)=O)[C@H](COC(C)=O)O1	-4%
O=C(NCCN1CCOCC1)c1cnn(-c2ncc3c(n2)-c2ccccc2CC3)c1C1CC1	0%
CC(=O)O[C@](C)(CCC=C(C)C)C1CC=C(C)CC1 (stereo partly specified)	-4%
Cc1ccc2c(c1)CN(CCNC(=O)c1n[nH]c3c1CCCC3)CC(C)O2 (stereo unspecified)	-3%
C[N+]1(Cc2ccccc2)CCC(C(=O)OCC2CCCC2)CC1 (stereo unspecified)	-3%
COc1ccccc1-c1nc(Nc2ccncc2)c2ccccc2n1	-1%
COc1cc(O)c(C(=O)c2ccccc2)cc1O	-6%
COc1ccc(C(=O)N2CCC3(CCCN(Cc4ccc(C#N)cc4)C3)CC2)cc1	-5%
COc1ccccc1-c1ccnc(-n2ncc(C(=O)N[C@H]3CCCCNC3=O)c2C2CC2)n1	-4%
N[C@@H](CS(=O)O)C(=O)O	-5%&-4%&-2%&-4%
CCC1CN(Cc2cccn2-c2ccccn2)Cc2cc(OC)ccc2O1 (stereo unspecified)	3%
CCCCOC(OCCCC)[C@H](O)CSc1ccc2ccccc2c1	-3%
N[C@H](Cc1cc(I)c(Oc2cc(I)c(O)c(I)c2)c(I)c1)C(=O)O	-4%
CC(C)=NO[C@@H](C)c1cn([C@H](CO)Cc2ccccc2)nn1	-4%&-5%
CSCC[C@H](NC(=O)[C@H](CC(C)C)NC(=O)CNC(=O)[C@H](Cc1ccccc1)NC(=O)[C@H](Cc1ccccc1)NC(=O)[C@H](CCC(N)=O)NC(=O)[C@H](CCC(N)=O)NC(=O)[C@@H]1CCCN1C(=O)[C@H](CCCCN)NC(=O)[C@@H]1CCCN1C(=O)[C@@H](N)CCCN=C(N)N)C(N)=O	0%
Cc1nc(NS(=O)(=O)c2ccc(N)cc2)nc(C)c1Br	-5%
C[C@@](N)(Cc1ccc(O)cc1)C(=O)O	-2%
CCN1CCCC1CNC(=O)c1cnn(-c2nccc(-c3ccccc3F)n2)c1C (stereo unspecified)	-2%
COC(=O)C(Cc1ccccc1)NC(=O)C(N)CC(=O)O (stereo unspecified)	-4%
O=C1CC2(CCCC2)CC(=O)N1CCNC[C@H]1COc2ccccc2O1	-1%
Cc1noc(C)c1C(=O)N1CCC[C@@]2(CCN(c3cccc(-c4ccccc4)c3)C2)C1	-3%
CSCC[C@H](NC(=O)[C@H](Cc1ccccc1)NC[C@@H](NC[C@@H](N)CS)C(C)C)C(=O)O	1%&-2%
Cn1c(SCC2CCCO2)nnc1C1CCN(Cc2ccc(-c3cccc(Cl)c3)o2)CC1 (stereo unspecified)	-3%
O=C(c1cccc(F)c1)N1CCC[C@@]2(CCN(c3ccncc3)C2)C1	0%
COc1ccc(CN2CCCC(c3nc(-c4ccncc4)ncc3-c3ccccc3C)C2)c(OC)c1 (stereo unspecified)	-6%
O=C(O)CCCC[C@@H]1CCSS1	1%&-2%
COc1ccc(C(=O)N2CCC3(CCCN(c4cccc(-c5ccccc5)c4)C3)CC2)cc1	-2%
CCCCCCCCCCCCOCCOCCOCCOCCO	-4%&0%
O=C(NCC1Cc2cccc(-c3ncccn3)c2O1)C1CCOC1 (stereo unspecified)	-2%
CO/N=C1/c2cc(OC)ccc2O[C@@H](c2cccc(OC)c2)[C@H]1O	10%
COc1ccc(C(=O)N2CCC3(CCN(C)CC3)CC2)cc1	-3%
CC(=O)NCCNc1ncncc1-c1ccccc1C	-1%
Cc1noc(C)c1C(=O)N1CCC2(CC1)CCN(c1ccccn1)CC2	-4%
COc1ccccc1CCn1c(=O)c(-c2ccccc2)nc2cncnc21	-4%
COC1C(O)C(CO)OC1n1c(Br)nc2c(=O)[nH]c(N)nc21 (stereo unspecified)	-2%
N#Cc1ccccc1-c1ccc2ncnc(NCCN3CCOCC3)c2c1	-2%
CO[C@H]1COC(=O)[C@@H](CCSC)NC(=O)C/C=C\[C@@H](C)COC(=O)[C@@H](OCc2ccccc2)/C=C\[C@@H]1C	-4%
COCc1c(C(=O)NC2CCCCC2)cnn1-c1nccc(-c2cc(C)sc2C)n1	5%
CCC1CN(CC(=O)N(C)Cc2nc3ccccc3[nH]2)Cc2cc(OC)ccc2O1 (stereo unspecified)	-4%
Cn1cc(-c2nc3cnc(Oc4ccccc4)nc3n(C3CC3)c2=O)c2ccccc21	-6%
COCCn1c(=O)c(C)nc2cnc(OC)nc21	-6%
O=C(OCc1ccccc1)c1cccnc1	-1%
N#CCCn1c(=O)c(-c2cc(F)cc(F)c2)nc2cnc(OCc3ccccc3)nc21	-2%
O=c1c(CCc2ccccc2)nc2cnc(Oc3ccccc3)nc2n1C[C@H]1CCCO1	-2%
COCC(=O)Nc1cc(C(=O)N2CCN(C)C(c3ccccc3)C2)c2c(c1)nc(-c1ccncc1)n2C (stereo unspecified)	1%
C=C1N[C@]2(C(=O)COC(C)=O)[C@@H](C[C@H]3[C@@H]4CCC5=CC(=O)C=C[C@]5(C)[C@H]4[C@@H](O)C[C@@]32C)O1	-3%
CCOC(=O)N1CCN(Cc2ccc3c(c2)CN(C(=O)c2ccc4ncccc4c2)CCO3)CC1	-1%

Of the compounds above, three contain fluorine.
SMILES	GRP78 ERSR act
CCN1CCCC1CNC(=O)c1cnn(-c2nccc(-c3ccccc3F)n2)c1C (stereo unspecified)	-2%
O=C(c1cccc(F)c1)N1CCC[C@@]2(CCN(c3ccncc3)C2)C1	0%
N#CCCn1c(=O)c(-c2cc(F)cc(F)c2)nc2cnc(OCc3ccccc3)nc21	-2%

The listing continues:
SMILES	GRP78 ERSR act
CC1(C)CO[C@H](CC(=O)O)CN1	-2%
C[C@H](c1ccccc1)N1C(=O)[C@H]2[C@@H]3[C@H](O)[C@H](O)CC(=O)[C@H]3CC[C@H]2C1=O	-4%
CC(=O)Oc1cc(C(F)(F)F)ccc1C(=O)O	-1%
COCCn1c(=O)c(-c2cccc(C#N)c2)nc2cnc(N(C)C)nc21	-2%
CC[C@H](C)[C@H](NC(=O)[C@H](Cc1ccccc1)NC(=O)[C@H](C)NC(=O)[C@H](CC(=O)O)NC(=O)[C@H](CCCCN)NC(=O)[C@H](CO)NC(=O)[C@@H]1CCCN1C(=O)[C@@H]1CCC(=O)N1)C(=O)NCC(=O)N[C@@H](CC(C)C)C(=O)N[C@@H](CCSC)C(N)=O	-3%
COCCn1c(=O)c(-c2ccccc2)nc2cnc(Oc3ccccc3)nc21	-3%
N#CCCn1c(=O)c(-c2ccc(F)cc2)nc2cnc(OCc3ccccc3)nc21	-4%
COc1cc(C(=O)N(Cc2cc3ccc(C)cc3nc2N(C)C)C2CC2)cc(OC)c1OC	?
CC(=O)N1CC[C@@H]2CC(=O)C[C@@H](C)[C@@H]21	-5%
CC(C)(C)c1ccc(C(=O)N2CCC3(CC2)CC3C(=O)NCCc2ccccn2)cc1 (stereo unspecified)	-3%
Cc1ccc(S(=O)(=O)N2CCC(=O)N([C@H](COCc3ccc(Cl)cc3)Cc3ccccc3)CC2)cc1	-4%
Cc1ccccc1-c1cc(NCCN2CCOCC2)ncn1	2%
COc1ccccc1-c1nc(NCc2ccccc2)c2ccccc2n1	-6%
COc1cc2c(cc1OC)-c1cc3nc4ccccc4nc3n1C(C)(C)C2	-4%
CS(=O)(=O)N1CCC[C@@]2(CCN(Cc3ccc(C#N)cc3)C2)C1	-4%
COc1cc(OC)c2c(=O)c(-c3ccccc3)c(C)oc2c1OC	-6%
O=c1cc(-c2ccccc2F)[nH]c2cc3c(cc12)OCO3	-3%
O=C(Nc1cc(C(=O)N2CCN(CCO)CC2)c2c(c1)ncn2C1CCCC1)c1ccccc1	-3%
C=C1O[C@@](CO)(n2cnc3c(N)ncnc32)[C@H](O)[C@@H]1O	-3%&-3%
N[C@@H](CO)C(=O)NNCc1ccc(O)c(O)c1O	-6%

Shown with the structure last: part of the list above
| GRP78 ERSR act | compound |
| --- | --- |
| -6% | COc1cc(OC)c2c(=O)c(-c3ccccc3)c(C)oc2c1OC |
| -4% | Cc1ccc(S(=O)(=O)N2CCC(=O)N([C@H](COCc3ccc(Cl)cc3)Cc3ccccc3)CC2)cc1 |
| -3% | O=c1cc(-c2ccccc2F)[nH]c2cc3c(cc12)OCO3 |
| -4% | COc1cc2c(cc1OC)-c1cc3nc4ccccc4nc3n1C(C)(C)C2 |
| 2% | Cc1ccccc1-c1cc(NCCN2CCOCC2)ncn1 |

The listing continues:
SMILES	GRP78 ERSR act
Cc1cnc(C)c(-c2cccc3c2OC(CNC(=O)/C=C/c2ccc(F)c(F)c2)C3)n1 (stereo unspecified)	-5%
O=c1ccn(C2OC(COP(=O)(O)OP(=O)(O)OP(=O)(O)O)C(O)C2O)c(=O)[nH]1 (stereo unspecified)	0%
CCOC(C)=O	-4%
O=C(c1cc(C(F)(F)F)cc(C(F)(F)F)c1)N1CCC[C@@]2(CCN(Cc3ccncc3)C2)C1	-3%
O=c1c(-c2cccc(Cl)c2)nc2cncnc2n1C1CC1	-2%
Cc1cnc(CNc2nc(-c3cccc(NS(C)(=O)=O)c3)nc3ccccc23)cn1	-1%
Cc1ccsc1C(=O)N(Cc1cc2ccc(F)cc2nc1N1CCC(O)CC1)CC1CCCO1 (stereo unspecified)	-1%
COc1ccc(CN2CCOc3ccc(CN4CCC(Oc5cccnc5)CC4)cc3C2)cc1C	-6%
CCCCC/C=C\C/C=C\CCCCCCCC(=O)O	-4%&-4%
CC1(C)O[C@H]2C[C@@H]3[C@H]4CCC5=CC(=O)CC[C@@]5(C)[C@]4(F)[C@@H](O)C[C@@]3(C)[C@@]2(C(=O)CCl)O1	-4%
C=C(C)C(O)/C=C/c1ccc(OC)cc1 (stereo unspecified)	1%
O=C(O)c1c2ccccc2cc2ccccc12	-3%&-2%
CN(Cc1ccco1)c1nc(-c2ccoc2)nc2ccccc12	-4%
CSc1nnc(CCNC(=O)/C=C/c2cccc(F)c2)n1-c1ccc(F)cc1	-4%
CC(C)N1C[C@@H](NCc2ccccc2O)C[C@H]1C(=O)N1CCN(c2cccc(C(F)(F)F)c2)CC1	-4%
Cc1cnc(C)c(-c2cc(F)cc3c2OC(CNC(=O)CN2CCCC2)C3)n1 (stereo unspecified)	0%
OC[C@@H](O)COc1cccc2ccccc12	0%
COc1ccccc1-c1nccc(NCc2ccccc2)n1	-3%
CC(C)CN(C[C@@H](O)[C@H](Cc1ccccc1)NC(=O)O[C@H]1CCOC1)S(=O)(=O)c1ccc(N)cc1	-4%
Cc1cccc(-c2cccc(C(=O)N3CCc4c(cnc(C)c4CNC(=O)c4cncs4)C3)c2)c1	-4%
COc1cccc(Nc2ncc3nc(-c4cccs4)c(=O)n(-c4ccccc4)c3n2)c1	-5%
FC(F)(F)C(F)(F)C(F)(F)C(F)(F)C(F)(F)C(F)(F)F	-3%
CCCS(=O)(=O)NCc1c(C)ncc2c1CCN(C(=O)c1cccc(C(F)(F)F)c1)C2	-3%
COc1ccccc1-c1ccnc(-n2ncc(C(=O)NCCc3ccncc3)c2C)n1	-1%
C[C@H](Cn1cnc2c(N)ncnc21)OCP(=O)(O)O	-4%
C=C[C@H](N)CCC(=O)O	-3%&-2%
COc1ccc(COC(=O)N/N=C2/C[C@@H](O)[C@@H](O)[C@@H]3[C@@H]4C(=O)N(C[C@@H]5CCCO5)C(=O)[C@H]4CC[C@H]23)cc1	-5%
COc1ccccc1CN1CC[C@@]2(CCCN(C(=O)c3cc(C(F)(F)F)cc(C(F)(F)F)c3)C2)C1	-4%
CN(C)c1nc(-c2cccnc2)nc2ccccc12	0%
Cc1c(C(=O)NN2CCOCC2)nn(-c2ccc(Cl)cc2Cl)c1-c1ccc(I)cc1	2%&3%
COc1ccc(Oc2ncc3nc(-c4cccs4)c(=O)n(Cc4cccs4)c3n2)cc1	-1%
CCCCCCCCCCCCCCC(F)C(=O)O (stereo unspecified)	-5%
NCCC(O)C(=O)NC1C[C@@H](N)[C@H](O[C@@H]2OC(CN)C(O)C(O)C2O)C(O)[C@H]1O[C@H]1OC(CO)C(O)C(N)C1O (stereo partly specified)	-3%
COC(=O)[C@@H]1CCCN1Cc1ccc2c(c1)CN(Cc1coc3ccccc3c1=O)CCO2	-6%
Nc1ncnc2c1ncn2[C@@H]1O[C@H](COP(=O)(O)OP(=O)(O)CP(=O)(O)O)[C@@H](O)[C@H]1O	8%
COc1ccccc1C1CN(CC(=O)NCC2OCCc3ccccc32)Cc2ccccc2O1 (stereo unspecified)	-3%
CC12C=C(/C=C/C=C/c3ccco3)C(C)(C1)C(/C=C/c1ccco1)CC2=O (stereo unspecified)	-4%
CCOC(=O)CCN1C(=O)[C@@H]2[C@H]3C(=CC[C@H]2C1=O)C(=O)[C@H]1O[C@H]1[C@H]3O	-3%
COCC1CCCN(Cc2ccc3c(c2)CN(C(=O)c2sc(C)nc2C)CCO3)C1 (stereo unspecified)	-4%
CC(=O)Nc1ccc(C(=O)N2CCCC(c3nc(SCc4ccccn4)ncc3C)C2)cc1 (stereo unspecified)	-6%
CSC(N)=NCCC[C@H](N)C(=O)O	-3%
CC(=O)c1ccc(-c2ccc3c4c(ccc3c2)OC(CNC(=O)C(C)N2CCOCC2)C4)s1 (stereo unspecified)	-4%

Retrieved by compound from above, 4 records:
SMILES	GRP78 ERSR act
CC12C=C(/C=C/C=C/c3ccco3)C(C)(C1)C(/C=C/c1ccco1)CC2=O (stereo unspecified)	-4%
COc1ccccc1C1CN(CC(=O)NCC2OCCc3ccccc32)Cc2ccccc2O1 (stereo unspecified)	-3%
CCOC(=O)CCN1C(=O)[C@@H]2[C@H]3C(=CC[C@H]2C1=O)C(=O)[C@H]1O[C@H]1[C@H]3O	-3%
Nc1ncnc2c1ncn2[C@@H]1O[C@H](COP(=O)(O)OP(=O)(O)CP(=O)(O)O)[C@@H](O)[C@H]1O	8%
